# High-throughput results deposited in PubChem BioAssay by National Center for Advancing Translational Sciences (NCATS).
# aSyn tox rescue: inhibitors of alpha-synuclein toxicity in yeast; Potency, µM (series often up to 46.1 µM), without a hit: top-dose growth rescue (activation), hits mostly activators; hit rate 0.02% among 94,000; S. cerevisiae alpha-synuclein toxicity rescue, BacTiter-Glo growth, 24 h; active = well fitted activation curve with a large enough effect; inconclusive = small, poorly fitted or top-dose-only effect; note: 0% is about no effect
#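 Growth restoration measured by BacTiter-Glo luminescence after 24 hr at 30 deg C; alpha-synuclein yeast, raffinose-pregrown to mid-log, were added at OD600=0.02 in galactose medium onto pinned compounds.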
# * = called active by the depositor; ? = inconclusive; & = joins results of further samples; [ ] = dose if it differs, or a comment. Potency is the fitted concentration of half-maximal effect.
SMILES,aSyn tox rescue
CCn1c(=O)n(CC)c2cc(N3CCCCC3)c(NC(=O)Nc3cc(Cl)ccc3OC)cc21,5%
COc1cc(C(=O)NCCc2sc(-c3ccc(C)cc3)nc2C)cc(OC)c1OC,6%
O=C(COCc1cc(-c2cccs2)on1)N1CCN(c2ccc(F)cc2)CC1,7%
CSc1ccc(CN2C(=O)NC3(CCCCC3)C2=O)cc1,0%
COc1cccc(OCc2nnc3n2N=C(c2ccccc2)C(CC(=O)O)S3)c1 (stereo not given),5%
COc1cccc(CNC(=O)C(C)n2ncn3cccc3c2=O)c1OC (stereo not given),-6%
COc1ccc(C(=O)CSc2nc(C)cc(C)c2C(=O)Nc2ccccc2C)cc1,-1%
CSc1nnc2sc3cc(C)ccc3n12,-1%
Nc1cccc(OCCCCCOc2cccc(N)c2)c1,-1%
O=C(CN1CCC(NC(=O)Nc2ccc(F)cc2)CC1)Nc1ccccc1[N+](=O)[O-],1%
CCCCSc1nc2sc3c(c2c(=O)n1-c1ccccc1C)CC(C)(C)OC3,-3%
CCCSc1ncc(Cl)c(C(=O)Nc2ccc(OC)cc2OC)n1,5%
CCCn1c2ccccc2c2cnn(CC(=O)NCCCOC(C)C)c(=O)c21,-4%
Cc1cc(NC(=O)CCCn2nc(C)c([N+](=O)[O-])c2C)no1,-11%
O=C(Cn1cc(SCc2ccccc2F)c2ccccc21)N1CCCC1,12%
Cc1cc(C)cc(-n2c(C)nc3cc(C(=O)O)ccc32)c1,14%
CC(NC(=O)c1ccc(CSc2nc3ccncc3n2Cc2ccc(F)cc2)cc1)c1ccccc1 (stereo not given),3%
COCCN(Cc1cccs1)S(=O)(=O)c1cc(-c2cc(C)no2)ccc1C,?
O=C1c2cccc3c([N+](=O)[O-])c(O)cc(c23)C(=O)N1Nc1ccccc1,-57%[inhibitor]
Cc1nc2ccccc2n1CCc1nc2c3ccccc3nc(SCC(=O)Nc3ccc(C(C)C)cc3)n2n1,-15%
CCn1c(CNC(=O)c2ccc(OC)cc2)nnc1SCC(=O)Nc1ccc(C)cc1,-5%
Cc1cccc(OCC(=O)N(Cc2ccco2)C2CCS(=O)(=O)C2)c1 (stereo not given),-5%
CCc1cc2c(cc3c(=O)n(CC(=O)NCCCN4CC(C)CC(C)C4)ncn32)s1 (stereo not given),0%
CCCn1c(=S)[nH]c2cc(C(=O)NCc3ccccc3OC)ccc2c1=O,10%
CCC1CCCCN1CCCNC(=O)CCC(=O)N1CCOc2ccccc21 (stereo not given),1%
COc1cccc(OC)c1C(=O)Nc1nc2cc3c(cc2s1)OCO3,-6%
Cc1ccc(NC(=O)c2ccc(Cl)c(S(=O)(=O)N3CCCCCC3)c2)nc1,1%
CCCn1c(SCC(=O)N2CCCC(C)C2)nnc1-c1ccccn1 (stereo not given),4%
COc1ccccc1-c1noc(CSc2nc3ccc(C)cc3[nH]2)n1,29%
Fc1ccccc1NC(=S)Nc1ccc(CN2CCOCC2)cc1,-6%
CCOc1cc(C(=O)Nc2ccc3nc(N4CCN(C)CC4)cc(C)c3c2)cc(OCC)c1OCC,-4%
CC(OC(=O)c1ccc2c(c1)OCCO2)C(=O)c1ccccc1 (stereo not given),11%
Cc1ccc(NC(=O)CCC(=O)N2Cc3ccccc3Oc3ncccc32)cc1,5%
COc1ccc(CN2C(=O)C(NC(=O)c3ccc(C)cc3)(C(F)(F)F)N=C2c2ccccc2)cc1 (stereo not given),-6%
O=C(COC(=O)COc1ccc(Cl)cc1)Nc1ncc(Br)s1,-11%
COc1ccc(-c2onc(C)c2C)cc1S(=O)(=O)NCc1ccc(C)o1,-4%
CCc1ccc(S(=O)(=O)c2nnn3c2nc(NCCC(C)C)c2cc(Cl)ccc23)cc1,0%
CCCCc1c(C)nc2c(-c3ccc(OC)cc3)c(C)[nH]n2c1=O,-5%
CCCn1c(=NC(=O)c2c(-c3c(F)cccc3Cl)noc2C)c(C(=O)OCC)cc2c(=O)n3ccccc3nc21,-2%
CCOc1ccc(/C=C2\CCc3ccccc3C2=O)cc1,-18%
COc1ccccc1CC(NC(C)=O)C(=O)NC1CCN(C(=O)Nc2ccccc2F)CC1 (stereo not given),5%
CCN1CCN(S(=O)(=O)c2cccc(S(=O)(=O)N3CCOCC3)c2)CC1,-13%
COCCNC(=O)C(=O)NCC(c1cccnc1)N1CCN(c2ccccc2F)CC1 (stereo not given),2%
COC(=O)c1cc2occc2n1Cc1nc(-c2ccccc2F)oc1C,-6%&7%
CCCCn1c(SCC(=O)c2ccc3c(c2)NC(=O)CO3)nc2cc(S(N)(=O)=O)ccc21,4%
COCCn1c(CCC(=O)Nc2ccc(C)c(Cl)c2)nc2cccnc21,-2%
CCCCCn1c(CCCNC(=O)c2ccc(Cl)cc2)nc2ccccc21,-2%
N/C(=N\OC(=O)c1cccs1)c1cccc(Br)c1,-66%[inhibitor]
COc1ccc(-n2nc(C(=O)NCC(=O)NCCCN3CC(C)CC(C)C3)c3ccccc3c2=O)cc1Cl (stereo not given),2%
CN1CCC(=C2c3ccccc3C(O)c3ccccc32)CC1 (stereo not given),8%
COc1ccccc1NC(=O)N1c2ccccc2Sc2ccccc21,7%
Cc1cccc(NC(=O)Cn2c(=O)n(Cc3nc(-c4ccccc4)no3)c(=O)c3ccccc32)c1,-7%
CC(C)c1ccc(C(=O)NC(=S)Nc2ccc3[nH]c(=O)[nH]c3c2)cc1,0%
COc1ccc(C)cc1NC(=O)c1ccc(NS(=O)(=O)c2cccc3cccnc23)cc1,5%
CCCCOc1ccc(C2=NC(c3ccncc3)=Nc3ccc(OCC)cc3N2)cc1,-1%
CCc1ccccc1NS(=O)(=O)c1ccc2c(c1)CC(=O)N2,-5%
CCC(C)C(N=C1NS(=O)(=O)c2ccccc21)C(=O)N1CCC(C)CC1 (stereo not given),-2%
COc1cccc(NC(=O)CN(C)C(=O)c2oc3c(ccc4ccccc43)c2C)c1,-11%
O=C(C1CCCN(S(=O)(=O)c2ccc(Cl)cc2)C1)N1CCCC1 (stereo not given),1%
COc1ccc2nc(C)cc(NCCN3CCOCC3)c2c1,13%
# Later entries.
SMILES,aSyn tox rescue
CCc1c(O)nc(SCc2nc3ccccc3c(=O)[nH]2)[nH]c1=O,-4%
CCCCn1c(N)c(N(CC)C(=O)c2c(CC)noc2C)c(=O)[nH]c1=O,1%
COc1ccccc1-c1nnc(C2CCN(S(=O)(=O)c3ccccc3)CC2)o1,9%
COc1ccc(N2C(=O)CSC23C(=O)N(CC(=O)NC2CCCCC2)c2ccccc23)cc1 (stereo not given),-6%
N#Cc1cc2cc3c(cc2nc1SCC(=O)N1CCOCC1)OCO3,-8%
Cn1c(=O)c(=O)n(C)c2cc(S(=O)(=O)CCC(=O)N3CCCCC3)ccc21,3%
COc1ccc([C@H]2N[C@]3(CCCN(Cc4ccccc4)C3=O)[C@H]3C(=O)N(Cc4ccccc4)C(=O)[C@@H]23)cc1,-8%
COc1ccc(C)cc1NC(=O)Nc1cccc(OCc2cc(=O)n3ccc(C)cc3n2)c1,3%
COc1cccc(CNC(=O)CCl)c1,-1%
Cc1ccccc1CNC(=O)Cn1c(C)c2cnn(-c3ccccc3)c(=O)c2c1C,2%
CSc1ccccc1C(=O)N1CCc2ccc(NC(=O)c3ccccn3)cc2C1,-14%
CCOc1ccc(CNC(=O)C2CCN(c3nc4ccccc4nc3C(F)(F)F)CC2)cc1OC,3%
Cc1ccc(CNC(=O)c2ccc3c(c2)nc(C)n3-c2cccc(F)c2)cc1,0%
Cc1c(C(=O)OCc2nc3scc(-c4ccccc4)c3c(=O)[nH]2)cccc1[N+](=O)[O-],5%
COc1ccccc1CNC(=O)Cn1c(=O)oc2cc(S(=O)(=O)N3CCC(C)CC3)ccc21,-4%
COc1ccc(NC(=O)c2cc(-c3ccc(F)cc3)no2)cc1OC,-3%
CC1CC(C)CN(CC(=O)N2CCOCC2)C1 (stereo not given),7%
Nc1ccc(S(=O)(=O)O)cn1,-7%
CCN1CCN(C(=O)c2ccc3c(c2)N(Cc2cccc(Cl)c2)C(=O)c2ccccc2S3(=O)=O)CC1,-2%
COc1ccc(-c2noc(-c3ccccc3C(=O)NCC3CCCO3)n2)cc1 (stereo not given),-6%
O=C(CN1CCN(Cc2ccc(F)cc2)C1=O)NCc1ccccc1,8%
COCc1c(C(=O)Nc2nnc(C3CC3)s2)oc2ccccc12,-13%
O=C(C[C@H]1C(=O)N(Cc2cccnc2)C[C@@H]1Cc1ccccc1)Nc1ccccc1,2%
O=C(Cn1ncc2c3ccccc3n(Cc3ccccc3)c2c1=O)NCCc1ccc(Cl)cc1,2%
COC(=O)COc1ccc(-c2nnc(Nc3ccc(O)cc3)c3ccccc23)cc1,-9%
CCC(c1ccccc1)c1noc(CCN(CC)CC)n1 (stereo not given),1%
COc1cccc(NC(=O)c2oc3ccccc3c2NC(=O)C2CCCCC2)c1,6%
O=C(CSc1nc(=O)n(Cc2ccccn2)c2c1CCC2)Nc1ccc(F)cc1F,-2%
Cc1ccc(C)c(Nc2nn3c(=O)c4ccc(C(=O)NC5CCCCC5)cc4nc3s2)c1,-8%
COc1ccc(NC(=O)N(C)C[C@@H]2OCc3cn(nn3)CCCC(=O)N([C@H](C)CO)C[C@H]2C)cc1,-1%
Cc1cc(C)cc(N2Cc3ccccc3C2)c1,-1%
CC(=O)Nc1ccc(NC(=O)CSc2nnc(NC(=O)c3ccccc3F)s2)cc1,0%
Cc1cnc(C(=O)OCC(=O)Nc2ccc(Cl)cn2)cn1,-2%
CCOC(=O)c1c(Nc2cccc(C)c2)nnc(-c2ccccc2)c1-c1ccccc1,8%
CCC(CC)C(=O)Nc1cc(-c2nc3cccnc3s2)ccc1C,-7%
O=C(CCc1c[nH]c2ccccc12)N1CCN(c2ccc(O)cc2)CC1,7%
Cc1ccc(-n2nc(C)c3nc(CCC(=O)Nc4cccc(F)c4)c(=O)n(C)c32)cc1,-9%
Cc1cc(C)c(C)c(S(=O)(=O)N2CCC(C(=O)N3CC(C)CC(C)C3)CC2)c1C (stereo not given),-8%
COc1ccc(NC(=O)CSc2nc3nc(C)c(Cc4ccccc4)c(C)n3n2)cc1OC,-5%
Cc1cc(C)c(C(=O)CSc2nc(C)cc(C)c2C(N)=O)c(C)c1,-3%

# 4 entries picked at random from the list so far, as already listed:
SMILES,aSyn tox rescue
CCc1cc2c(cc3c(=O)n(CC(=O)NCCCN4CC(C)CC(C)C4)ncn32)s1 (stereo not given),0%
Cc1cc(C)cc(N2Cc3ccccc3C2)c1,-1%
O=C(Cn1cc(SCc2ccccc2F)c2ccccc21)N1CCCC1,12%
CCCn1c2ccccc2c2cnn(CC(=O)NCCCOC(C)C)c(=O)c21,-4%

# Ordered by length of the SMILES (high to low): some entries from above
SMILES,aSyn tox rescue
O=C(Cn1ncc2c3ccccc3n(Cc3ccccc3)c2c1=O)NCCc1ccc(Cl)cc1,2%
COc1cc(C(=O)NCCc2sc(-c3ccc(C)cc3)nc2C)cc(OC)c1OC,6%
Cc1cc(C)cc(-n2c(C)nc3cc(C(=O)O)ccc32)c1,14%

# The main list resumes; the seven compounds before the break are reprinted first.
SMILES,aSyn tox rescue
CCOC(=O)c1c(Nc2cccc(C)c2)nnc(-c2ccccc2)c1-c1ccccc1,8%
CCC(CC)C(=O)Nc1cc(-c2nc3cccnc3s2)ccc1C,-7%
O=C(CCc1c[nH]c2ccccc12)N1CCN(c2ccc(O)cc2)CC1,7%
Cc1ccc(-n2nc(C)c3nc(CCC(=O)Nc4cccc(F)c4)c(=O)n(C)c32)cc1,-9%
Cc1cc(C)c(C)c(S(=O)(=O)N2CCC(C(=O)N3CC(C)CC(C)C3)CC2)c1C (stereo not given),-8%
COc1ccc(NC(=O)CSc2nc3nc(C)c(Cc4ccccc4)c(C)n3n2)cc1OC,-5%
Cc1cc(C)c(C(=O)CSc2nc(C)cc(C)c2C(N)=O)c(C)c1,-3%
CCc1ccc(-c2ccc(C(=O)O)c(C)n2)cc1,0%
O=C(Cc1ccccc1)NCC(=O)N1CCc2ccccc2C1,-10%
CC1=C(C(=O)N(C(C)C)C(C)C)CC(CC(=O)NC2CCCC2)C(=O)N1Cc1ccccc1 (stereo not given),-3%
COc1ccc(N(Cc2cccs2)C(=O)COc2cccc(C)c2C)cc1,13%
CC(C)Cc1cc(C(=O)NCc2ccc(Cl)cc2)no1,-6%
CC(=O)Nc1ccc(S(=O)(=O)N2CCN(c3cnn(C)c(=O)c3Cl)CC2)cc1,-12%
COc1ccc(NC(=S)N(CCc2ccncc2)C(C)C)cc1Cl,4%
CC(=O)NCc1nc2ccccc2n1C(C)C,-1%
Cn1cnc(S(=O)(=O)Nc2cc(C(F)(F)F)ccc2N2CCOCC2)c1,-5%
COc1ccc(CCNC(=O)Cc2c(C)c3c(cc(C)c4c(C)c(C)oc43)oc2=O)cc1,-10%
O=C(CC1CC1)Nc1ccc2c(c1)[C@H]1C[C@H](CC(=O)N3CCc4ccccc4C3)O[C@@H](CO)[C@H]1O2,1%
O=C(O)CCn1ccc2cc(S(=O)(=O)N3CCCCC3)ccc21,-8%
N#Cc1ccc(Oc2ccc(S(=O)(=O)N3CCOCC3)cn2)cc1,-4%
CCOc1ccc(NC(=O)CSc2ncc3c(n2)-c2ccccc2N(Cc2ccccc2C)S3(=O)=O)cc1,5%
COC(=O)c1c(NC(=O)CCCOc2ccc(C(C)(C)C)cc2)sc2c1CCC(C)C2 (stereo not given),2%
CC(=O)c1ccc(NC(=O)CC23CC4CC(C2)CC(n2nnc(C)n2)(C4)C3)cc1,1%
COc1ccc(C(=O)Nc2ccc(NC(=O)c3cccs3)cc2)cc1OC,5%

# An excerpt (hit frequency here may not be typical).
